# From PubChem BioAssay
# HP1b chromo inh: blocks HP1-beta chromodomain binding to methylated histone tails; P83916; AlphaScreen HP1-beta / biotin-H3K9me3 peptide binding; Potency, µM (highest dose often 114 µM), for the others: top-dose activity change, negative = inhibition, usual class: inhibitors; 0.56% of 390,000 active; also: nearly all actives have a fitted effect of over 70% in size; inactives centre near 23
#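 HP1-beta protein (50 nM final) preincubated 30 min at room temperature with biotinylated H3(1-18)K9me3 peptide (50 nM) in PBS pH 7.4, 0.01% Tween-20, then compound added for 30 min. AlphaScreen streptavidin donor/nickel chelate acceptor beads (10 ug/mL final), 30 min dark, luminescence read.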
# JMJD2A Tudor inh: JMJD2A Tudor domain (human) inhibition | AlphaScreen JMJD2A-Tudor / H3K4me3 peptide binding | O75164 | AID 504339 | 4.4% of 390,000 active | Potency, µM (series often up to 114 µM), for the others: top-dose activity change, negative = inhibition, actives largely listed as inhibitors; also: % is scaled to controls: 0 for no effect and ±100 for the full control effect; nearly all actives have a fitted effect of over 50% in size
# Target sequence (O75164 whole entry, looked up, the tested form may be a part): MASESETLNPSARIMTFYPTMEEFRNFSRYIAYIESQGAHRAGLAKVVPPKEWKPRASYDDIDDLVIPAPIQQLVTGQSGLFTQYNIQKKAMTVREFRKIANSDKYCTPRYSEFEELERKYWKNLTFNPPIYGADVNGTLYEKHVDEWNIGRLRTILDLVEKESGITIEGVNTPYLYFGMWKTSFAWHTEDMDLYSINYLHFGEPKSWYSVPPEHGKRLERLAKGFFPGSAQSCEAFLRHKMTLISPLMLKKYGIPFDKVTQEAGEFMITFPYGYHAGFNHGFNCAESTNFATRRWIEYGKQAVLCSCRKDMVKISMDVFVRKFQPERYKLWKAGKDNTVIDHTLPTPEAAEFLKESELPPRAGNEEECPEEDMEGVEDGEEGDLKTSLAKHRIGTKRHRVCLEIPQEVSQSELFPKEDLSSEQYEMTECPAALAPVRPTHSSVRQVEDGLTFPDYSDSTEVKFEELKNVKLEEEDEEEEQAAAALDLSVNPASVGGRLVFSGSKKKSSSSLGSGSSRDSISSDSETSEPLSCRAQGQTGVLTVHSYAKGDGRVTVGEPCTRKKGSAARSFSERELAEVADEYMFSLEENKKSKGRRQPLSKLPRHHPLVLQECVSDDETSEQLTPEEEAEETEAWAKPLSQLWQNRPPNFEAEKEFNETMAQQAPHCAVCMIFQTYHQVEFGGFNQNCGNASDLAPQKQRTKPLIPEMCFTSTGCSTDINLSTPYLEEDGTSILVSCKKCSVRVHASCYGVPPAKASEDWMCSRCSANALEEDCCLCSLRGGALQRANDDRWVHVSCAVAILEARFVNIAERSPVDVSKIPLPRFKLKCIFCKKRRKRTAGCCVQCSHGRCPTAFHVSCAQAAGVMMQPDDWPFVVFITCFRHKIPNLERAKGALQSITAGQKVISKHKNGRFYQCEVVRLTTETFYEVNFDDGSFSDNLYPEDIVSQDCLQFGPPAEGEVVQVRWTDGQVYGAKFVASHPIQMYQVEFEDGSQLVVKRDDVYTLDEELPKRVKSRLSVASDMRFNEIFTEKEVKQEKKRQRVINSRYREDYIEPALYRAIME
# RGS4 inhibitor: inhibitors of human regulator of G protein signaling 4; P49798; Transcreener GDP fluorescence polarization, RGS4-accelerated GTP hydrolysis; Potency, µM (titrated, usually from 114 µM), for the others: at the highest dose activity change, negative = inhibition, hits mostly inhibitors; 0.039% of 390,000 active; also: % is scaled to controls: 0 for no effect and ±100 for the full control effect; nearly all actives have a fitted effect of over 75% in size; some results filed as inactive show a strong effect at the top dose
#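 MLSMR compounds (23 nl, pin-transferred) preincubated 10 min at room temperature with a 500nM (2x) first reagent, then RGS4 at 900nM (2x) plus Transcreener GDP mix added; fluorescence polarization (620/688 nm) read before and after 90 min at 30 °C.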
# 12-LOX inh: inhibitors of human 12S-lipoxygenase ALOX12 | P18054 | purified 12hLO, xylenol orange hydroperoxide absorbance | Potency, µM (highest dose often 108 µM), for inactives: at the highest dose activity change, negative = inhibition, most hits filed as inhibitors | 1.1% of 580,000 active | AID 1671190; also: % is scaled to controls: 0 for no effect and ±100 for the full control effect
#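 Hydroperoxide product was detected by ferrous iron/xylenol orange as the 573 to 405 nm absorbance ratio. Arachidonic acid at 40 uM (final) was turned over for 30 min at room temperature by 150 nM human 12hLO, pH 7.0 Hepes buffer, after 15 min compound preincubation.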
# Tb PGK inh: blocks T. brucei phosphoglycerate kinase; P07378; PGK/GAPDH coupled, Kinase-Glo luminescence, 60 min; Potency, µM (highest dose often 57.5 µM), inactives show top-dose activity change, negative = inhibition, actives largely listed as inhibitors; 0.043% of 380,000 active; AID 602233; also: % is scaled to controls: 0 for no effect and ±100 for the full control effect; nearly all actives have a fitted effect of over 60% in size
#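 Luminescent ATP detection (Kinase-Glo Plus) follows a 60-minute room-temperature incubation, with wells lacking PGK as controls. Buffer: 100 mM TEA (pH 7.6), 5 mM MgCl2, 0.01% Tween-20. Coupling enzyme GAPDH (100 nM final) supplies unstable 1,3-BPG in-well.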
# ERG Ets-DNA blk: inhibitors of human ERG Ets domain-DNA interaction; fluorescence polarization, His-ERG Ets domain / labelled DNA; Potency, µM (doses to about 76.9 µM), without a hit: at the highest dose FP activity, negative = inhibition, most hits filed as inhibitors; 0.028% of 370,000 active; AID 624246; active = well fitted inhibition curve with a large enough effect in the polarisation, with a control signal flat; inconclusive = small, poorly fitted or top-dose-only effect, or effect the other way, or a change in a side signal; inactive = no such curve, though single readings can be large or run the other way; the % refers to the polarisation;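 also: polarization taken with two DNA probes labelled with fluorescein and Texas red; % of control where 0% means no effect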
#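 His-tagged ERG Ets domain (1 uM in the protein solution; 300mM KCl, 50mM Tris-HCl, 1mM EDTA, 1mM DTT, pH 7.5) received compound, then a probe mix of 5 nM fluorescein-DNA and 100nM Texas-615-DNA. Fluorescence polarization was read for both dyes.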
# Pin1 inhibitor: human Pin1 inhibition; 0.009% of 390,000 active; Q13526; Pin1 FP peptide displacement, HiFluor488, 10 min; AID 504891; Potency, µM (top dose mostly 115 µM), inactives show top-dose activity, negative = inhibition, actives largely listed as inhibitors; active = well fitted inhibition curve with a large enough effect in the polarisation, with a control signal flat, not every such curve was filed as active; inconclusive = small, poorly fitted or top-dose-only effect, or effect the other way, or a change in a side signal; inactive = no such curve, though single readings can be large or run the other way; the % refers to the polarisation; also: % is scaled to controls: 0 for no effect and ±100 for the full control effect
# TrxR1 inh: blocks rat thioredoxin reductase 1; 1% of 390,000 active; Potency, µM (series often up to 114 µM), without a hit: at the highest dose activity change, negative = inhibition, hits mostly inhibitors; AID 588453; O89049; recombinant rTrxR1, NADPH fluorescence consumption, selenite substrate; also: % is scaled to controls: 0 for no effect and ±100 for the full control effect; nearly all actives have a fitted effect of over 65% in size
#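 Rat TrxR1 (90 nM in the dispensed reagent) was pre-reduced with 400 uM NADPH for 5 min at room temperature, then incubated with compound for 15 min. After 400 uM selenite was added, NADPH fluorescence (Ex 340/Em 450 nm) was followed for 8 min.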
# GLS inh: glutaminase GLS (human) inhibition; 0.21% of 410,000 active; Potency, µM (doses to about 45.5 µM), for the others: at the highest dose activity change, negative = inhibition, hits mostly inhibitors; GLS enzymatic activity, qHTS titration; also: % is scaled to controls: 0 for no effect and ±100 for the full control effect
#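 Assay buffer: 45 mM KH2PO4 pH 8.2, 0.02% Tween-20. hKGA acts on L-glutamine (1 mM solution added); product glutamate is reported by an oxidase/peroxidase Amplex Red coupling, with fluorescence taken at baseline and 30 min.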
# Starred values were filed as active, the others as inactive; i = inactive; ? = inconclusive; . = not tested or not shown; & = joins results of further samples; [ ] = remark or other dose. Unless noted, calls follow the shape of the dose curve; as a rule, active = well fitted curve in the direction sought with a large enough effect; inconclusive = small, poorly fitted or top-dose-only effect, or another doubt; inactive = no such curve, though single readings can be large; an effect the other way counts as inactive or inconclusive. Potency is read from the fitted curve at half-maximal effect.
Pin1 inhibitor	HP1b chromo inh	GLS inh	TrxR1 inh	RGS4 inhibitor	ERG Ets-DNA blk	JMJD2A Tudor inh	12-LOX inh	Tb PGK inh	structure
-0.4%	13.7%	-2.5%	-5.9%	10.0%	16.3%	-15.4%	0.0%	-3.5%	CCOc1ccc(Nc2nc3ccccc3c(=O)s2)cc1
10.4%	25.3%	4.9%	14.7%	-0.3%	0.9%	1.1%	0.0%	-0.4%	CCOC(=O)c1c(C)c(-c2ccccc2)n(CC(=O)Nc2cc(C)cc(C)c2)c1C
-0.1%	29.4%	-2.8%	14.5%	3.9%	-5.9%	4.5%	0.7%	i	N/C(CS(=O)(=O)c1ccccc1)=N\OC(=O)c1ccc(F)cc1
-9.7%	9.4%	-0.2%	4.0%	11.8%	.	-19.6%	3.9%[57.4 µM]	-7.8%[11.5 µM]	Cc1ccc(-n2c(O)c(C=NC3CCS(=O)(=O)C3)c3ccccc3c2=O)cc1C (centres undefined)
-0.2%	14.1%	12.1%	15.3%[57.1 µM]	11.6%	3.5%	-11.1%	38.3%[activator]	3.3%	COC(=O)c1c(NC(=O)CN2CCCC(C)C2)c2c(C)cccc2n1C (centres undefined)
1.8%	11.6%	-15.0%	3.4%[57.1 µM]	-4.8%	1.0%	-11.2%	143.4%[activator]	-5.6%	Cc1cc(NC(=O)CSc2nccn2C)n(-c2ccccc2)n1
-5.1%	68.1%[activator]	1.1%	-6.9%	-20.8%	-18.5%	0.0%	0.0%	-16.3%	COc1cc(C(=O)Nc2ccc(NC(=O)C3CC3)nc2)cc(OC)c1OC
1.8%	17.4%	9.4%	2.9%	19.7%	-6.2%	-16.4%	26.2%	-8.1%	Cc1ccc(NC(=O)CN(c2ccccc2F)S(C)(=O)=O)cc1
-2.4%	48.8%[activator]	12.6%	-11.9%	13.4%	3.1%	-8.3%	-4.4%	i	COc1cc(Cl)ccc1OCc1cc(C(=O)NCC(C)(C)N2CCOCC2)no1
?	32.1%	4.5%	-7.0%[57.1 µM]	?	5.1%	-19.4%	?	-7.6%	CN1CCc2c(sc(NC(=O)c3cc(Cl)sc3Cl)c2C(N)=O)C1
?	10.9%	3.7%	-15.6%[57.1 µM]	6.1%	2.0%	-14.1%	-27.9%	.	Cc1cccc(-n2c(SCC(=O)NCc3ccco3)nnc2-c2ccco2)c1
-0.4%	-15.3%	12.0%	1.1%	3.4%	1.2%	-35.1%	-21.5%	-5.5%	N#Cc1c(NC(=O)c2ccc(-c3ccccc3[N+](=O)[O-])o2)sc2c1CCCC2
3.0%	26.5%[57 µM]	1.1%	-0.7%[57.1 µM]	-8.7%	-0.9%	-4.5%	-1.5%	-7.7%	COc1ccc(NC(=O)C(=O)NCCc2csc3nc(-c4ccccc4F)nn23)cc1OC
-3.1%	21.0%	1.6%	11.6%	15.4%	-6.0%	-9.3%	?	0.4%	CNC(=O)c1[nH]cnc1C(=O)Nc1ccc(F)cc1
-3.2%	39.9%[activator]	-18.2%	16.7%	12.0%	5.4%	8.3%	-17.6%	-0.8%	CSc1nc2cc(Cl)ccc2s1
1.8%	17.1%	14.3%	24.7%[57.1 µM]	-2.7%[11.4 µM]	3.1%	-0.8%[57.1 µM]	11.5%	-8.6%	CC(C)CNc1cc(Cl)c(S(=O)(=O)NCC(C)C)cc1C(=O)O
-3.4%	24.3%	1.4%	-0.9%	-10.9%	6.7%	-19.0%	-8.7%	i	O=C(NCc1ccccc1)C(Cc1ccccc1)N1C(=O)C2C3CCC(C3)C2C1=O (centres undefined)
?	18.0%	.	3.8%	-4.1%	12.3%	-32.6%	-24.2%	-4.4%	c1ccc(Oc2ccc(-c3ccnc4nc(N5CCN(c6ccccc6)CC5)nn34)cc2)cc1
-0.3%	37.0%	-3.5%	32.6%	-0.5%	4.8%	0.6%	-8.4%	i	CCCOC(=O)c1c(NC(=O)/C=C/c2cnn(C)c2C)sc(C(=O)OC)c1C
1.0%	21.8%	-5.1%	-10.0%	-23.8%	-20.8%	-3.4%	-5.8%	-4.8%	CCN(CC(=O)NCc1ccc(F)cc1)C(=O)COc1ccc2ccccc2c1
5.6%	18.8%	7.7%	10.1%[57.1 µM]	12.5%	-9.4%	-31.4%	?	-2.4%	O=C1CN(C(=O)c2cccc(Br)c2)C(c2ccccc2)c2cc(Cl)ccc2N1 (centres undefined)
-5.6%	29.3%	0.9%	20.8%[57.1 µM]	-9.6%	-2.9%	-8.3%[11.4 µM]	-20.5%	5.7%	Cc1ccc(C(=O)Nc2ccccc2C(=O)NC(Cc2ccccc2)C(=O)O)cc1 (centres undefined)
2.9%	?	-18.2%	20.3%[11.4 µM]	-47.0%	6.4%	-32.8%	20µM*	i	O=C(NC(=S)Nc1ccc(S(=O)(=O)Nc2ncccn2)cc1)c1ccc(Br)cc1
-7.0%	15.7%	18.9%	6.9%	-19.9%	.	-12.4%	-3.7%	-10.2%	Cc1nn(C)c(C)c1C1C(C#N)=C(N)Oc2n[nH]c(C)c21 (centres undefined)
-3.0%	24.9%	-8.7%	13.4%	-9.3%	-6.4%	-1.4%	14.6%	i	O=C(NC1CCCCCCC1)c1cccs1
-2.9%	14.7%	1.9%	12.0%	26.7%	-3.3%	-6.1%	-19.1%	-3.6%	COc1ccc(S(=O)(=O)N2CCC3(CC2)CC(=O)c2ccccc2O3)cc1OC
7.8%	19.0%	5.0%	-3.5%	-10.3%	0.6%	-11.6%	0.0%	-1.4%	Cc1cccc2cc(COC(=O)COc3ccccc3)c(=O)[nH]c12
-7.2%	22.6%	0.0%	-24.8%	5.7%	-0.7%	-4.9%	?	3.9%	O=C(O)c1c2c(nc3ccccc13)-c1ccccc1CC2
0.8%	39.6%[activator]	2.2%	0.0%	-42.7%	10.4%	-13.0%	0.0%	-1.6%	CC(=O)NCCNC(=O)CCNC(=O)c1ccc(Cl)cc1
1.6%	33.6%	-0.3%	2.0%	7.3%	5.8%	-17.9%	1.7%	-11.7%	Cc1nnc(SCc2cc(=O)[nH]c(/N=C(\N)Nc3ccccc3Sc3ccccc3)n2)s1
-1.2%	21.1%	-5.3%	9.7%	-13.4%	-14.8%	0.0%	-4.0%	-6.2%	O=C(Nc1cccc(S(=O)(=O)N2CCCC2)c1)c1ccc2c(c1)OCO2
-1.9%	-8.1%	37.9%[activator]	-1.4%	-24.5%	-5.7%	?	.	-11.6%	CNC(=S)Nc1cc(S(=O)(=O)Nc2cc(Cl)ccc2Cl)ccc1N1CCCC1
?	-9.2%	6.7%	-19.5%[57.1 µM]	-17.0%	0.6%	-13.9%	27.8%	5.2%	CNC(=S)NNC(=O)c1sc2cc(C(F)(F)F)cnc2c1-c1cccnc1
1.9%	9.7%	3.6%	-4.7%	28.7%	-7.5%	-22.8%	-22.9%	-1.9%	CCCCN(C(=O)c1ccc(-n2nc(C)cc2C)cc1)c1c(N)n(CCC)c(=O)[nH]c1=O
-5.5%	36.0%[activator]	9.5%	25.1%	-6.8%	.	-8.1%	8.7%	.	CCCCOC(=O)Nc1nnc(CCc2ccccc2)s1
-6.2%	10.6%	2.4%	-10.4%&-12.2%	15.2%	2.8%	-14.9%	3.4%	-1.7%	O=C(O)C[C@H]1c2cc(C(F)(F)F)ccc2S(=O)(=O)N1C1CCCC1
-7.3%	47.5%[activator]	-0.9%	22.5%	9.6%	1.6%	-9.0%	-1.9%	-3.8%	S=C(NC1CC1)N1CCN(C(=S)NC2CC2)CC1
5.6%	7.7%	5.1%	4.4%[57.1 µM]	12.8%	-5.8%	-6.4%	-5.5%	-0.1%	CN(C)C(=O)c1cc(C(=O)c2ccc(Cl)cc2Cl)c[nH]1
16.4%	11.5%	2.6%	-1.7%[57.1 µM]	-28.7%	150.5%[activator]	-10.8%	.	-12.5%	CCCCNC(=O)N1CCN(c2ccnc3cc(Cl)ccc23)CC1
-0.6%	28.0%	11.5%	21.8%[57.1 µM]	14.3%	-7.2%	-4.0%	-13.9%	-1.8%	CN1CCN(c2nc3c(c(=O)n(C)c(=O)n3C)n2Cc2ccccc2F)CC1
-1.5%	5.7%	3.2%	7.6%	5.4%	13.3%	-26.7%	?	-6.9%	COc1ccc(NS(=O)(=O)c2cc(NC(=O)c3cncc(Br)c3)ccc2OC)cc1
17.7%	13.8%	15.2%	-10.8%[57.1 µM]	17.7%	-8.4%	-35.0%	?	-4.0%	CC1(C)CC(=O)C(N=Nc2ccc3ncsc3c2)=C(O)C1
-3.9%	30.3%	-15.7%	?	2.4%	.	-18.5%	2.1%[57.4 µM]	-1.9%	O=C(Nc1ncnc2sc3c(c12)CCC3)c1ccco1
-2.4%	11.3%	4.1%	12.1%	-39.8%[56.9 µM]	2.6%	-13.7%[57.1 µM]	7.8%	-4.7%	CCOP(=O)(c1ccccc1)c1nc(-c2ccccc2Cl)oc1N1CCCCC1 (centres undefined)
3.6%	3.2%	10.7%	?	-5.6%	-3.8%	-20.8%	0.0%	0.3%	O=C(CCS(=O)(=O)c1cccc2nsnc12)Nc1ccc(F)cc1
22.4%	?	-5.6%	9.3%[57.1 µM]	-19.5%	0.3%	?	-16.2%	-9.1%	CCOc1cccc(-c2nn(-c3ccccc3)cc2/C=C(/C#N)C(=O)NCCCn2ccnc2)c1

# Some of the compounds tested; the hit share may differ from the screen's.
